# TRPML3 agonist = human mucolipin-3 channel agonism; Q8TDD5; HEK293 TRPML3-YFP, Fluo-8 calcium fluorescence; 100% = the carbachol control signal; activation, % at 3 µM; 0.29% of 220,000 active; AID 1448;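 active = activation above its plate's cutoff, the mean activation of the plate's test wells plus 3 SD, cut at about 12% in these data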;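 also: 0% = DMSO only wells and 100% = carbachol wells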
#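 Material: HEK293 cells stably carrying human TRPML3-YFP; compound dosing: single dose, 3 µM final nominal compound, 0.3% DMSO final; incubation: 1-h 37 °C dye load, 5-s basal, 120-s post-compound reads; technique: Fluo-8 intracellular calcium fluorescence, excitation 470-495 nm, emission 515-575 nm; read-out basis: percent activation from peak-to-basal fluorescence ratio, scaled between DMSO and carbachol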
# Furin inhibitor = blocks human furin protease activity | P09958 | 0.061% of 220,000 active | AID 463115 | purified furin, fluorogenic substrate cleavage | inhibition, % at 30 µM; in the data active = inhibition above about 25%; also: inactives centre near -15
# PPC-1+TRAIL kill = PPC-1 cancer cell killing with TRAIL present. PPC-1 cells + TRAIL, ATPLite viability luminescence. cell killing (% activity), % at 4 µM. 0.41% of 220,000 active. AID 1443;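 active = cell killing above 50% in the first pass at 4 µM, then a duplicate retest at 5 µM averaging 50% or more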;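 also: plate controls were cells with TRAIL plus DMSO for no effect and medium-only wells lacking cells for full effect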
# EBV gp42 inh = blocks Epstein-Barr virus glycoprotein 42 binding; Q1HVG2; Fluorescence polarization binding assay, mP read-out; inhibition, % (tested at 21.74 µM); 0.42% of 220,000 active; AID 1085; in the data active = inhibition above about 50%
# TRPN1 ag = agonists of zebrafish TRPN1 channel | activation, % at 3 µM | 0.18% of 220,000 active | HEK293 zebrafish TRPN1-YFP, Fluo-8 calcium fluorescence; 100% = response to 87 µM carbachol;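 active = activation above its plate's cutoff, the mean activation of test wells on that plate plus 3 SD, cut at about 19% in these data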;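 also: 0% = DMSO alone and 100% = 87 µM carbachol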
#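 Material – zebrafish TRPN1-YFP in HEK293 cells · Doses – 3 µM single point · Schedule – dye 1 h 37 °C plus 30 min RT · Signal – Fluo-8 calcium fluorescence, excitation 470-495 nm, emission 515-575 nm · Read-out – % activation versus carbachol response · Control set – carbachol high, DMSO low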
# KCC2 mod = KCC2 (human) Cl- transport modulation. KCC2 cells, thallium flux FluoZin-2 fluorescence. 2.2% of 190,000 active. B-score of Tl+ flux slope (higher = more flux/activation; lower = inhibition) at 10 µM. AID 1456;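 active = thallium flux slope and its plate-corrected score both differing from the plate sample mean at a set confidence after two filtering rounds, in either direction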;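 also: slope of fluorescence scaled to starting intensity during 10 to 20 s after thallium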
# Target sequence (Q9H2X9 whole entry, looked up): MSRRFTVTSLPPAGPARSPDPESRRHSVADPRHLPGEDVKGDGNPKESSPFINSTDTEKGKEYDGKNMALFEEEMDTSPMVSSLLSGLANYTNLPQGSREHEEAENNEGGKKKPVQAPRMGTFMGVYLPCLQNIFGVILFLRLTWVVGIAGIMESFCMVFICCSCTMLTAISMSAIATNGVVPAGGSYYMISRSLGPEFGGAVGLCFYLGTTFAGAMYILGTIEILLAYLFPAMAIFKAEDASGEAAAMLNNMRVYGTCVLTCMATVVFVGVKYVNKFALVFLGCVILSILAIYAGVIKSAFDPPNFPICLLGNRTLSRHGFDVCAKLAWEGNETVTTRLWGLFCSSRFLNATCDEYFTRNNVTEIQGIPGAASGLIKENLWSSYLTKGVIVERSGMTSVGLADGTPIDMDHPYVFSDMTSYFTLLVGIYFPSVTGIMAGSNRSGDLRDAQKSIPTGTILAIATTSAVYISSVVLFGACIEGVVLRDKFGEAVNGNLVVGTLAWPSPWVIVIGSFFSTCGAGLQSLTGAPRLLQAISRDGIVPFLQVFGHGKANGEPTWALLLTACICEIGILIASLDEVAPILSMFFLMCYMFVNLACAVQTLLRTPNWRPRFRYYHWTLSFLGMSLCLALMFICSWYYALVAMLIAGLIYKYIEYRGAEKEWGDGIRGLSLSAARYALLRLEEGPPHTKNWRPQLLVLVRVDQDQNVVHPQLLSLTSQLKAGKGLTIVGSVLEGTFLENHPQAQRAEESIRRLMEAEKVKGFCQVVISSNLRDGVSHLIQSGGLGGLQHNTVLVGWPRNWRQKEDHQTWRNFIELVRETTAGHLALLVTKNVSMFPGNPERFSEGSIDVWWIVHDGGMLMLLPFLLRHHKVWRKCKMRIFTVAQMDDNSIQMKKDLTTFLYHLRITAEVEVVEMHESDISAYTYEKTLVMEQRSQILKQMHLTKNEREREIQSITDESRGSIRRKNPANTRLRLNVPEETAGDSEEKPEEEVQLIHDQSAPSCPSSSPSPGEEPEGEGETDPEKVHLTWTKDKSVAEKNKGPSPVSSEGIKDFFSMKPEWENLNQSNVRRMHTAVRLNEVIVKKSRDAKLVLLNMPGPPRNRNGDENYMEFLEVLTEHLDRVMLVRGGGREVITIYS
# Calpain2 inh = calpain II (pig) inhibition. 0.37% of 220,000 active. purified calpain II, fluorogenic peptide substrate, 30 min. inhibition, % at 16 µM;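 active = inhibition above about 50%, limit read from the data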
# thrombin 1536 = blocks human thrombin protease activity; P00734; alpha-thrombin, Boc-VPR-AMC fluorogenic substrate cleavage; inhibition, % at 5 µM; 0.26% of 220,000 active;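 active = inhibition at or above 40%; inactive = inhibition below 40%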;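 also: 0% = enzyme with no compound and 100% = wells without enzyme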
#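 System – human alpha-thrombin · Medium – pH 7.5 Tris (50 mM) with NaCl 150 mM, Tween 20 0.05% · Compound – single-point dosing at 5 µM, 0.2% DMSO · Incubation – enzyme reaction carried out at room temperature · Technique – fluorescence of released AMC, ex 355 nm, em 460 nm · Read-out basis – % inhibition of thrombin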
# Tb hexokinase = blocks Trypanosoma brucei hexokinase 1 activity. recombinant TbHK1, G6PDH-coupled NADH A340. inhibition, % at 10 µM. 0.11% of 220,000 active;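 active = inhibition of 50% or more in the single-dose primary screen; inactive = inhibition below 50%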
# Starred values were filed as active, the others as inactive; i = inactive; . = not tested or not shown; [ ] = another dose, or the depositor's remark. A portion of the library; rates above refer to the full screens.
SMILES,TRPML3 agonist,Furin inhibitor,PPC-1+TRAIL kill,EBV gp42 inh,TRPN1 ag,KCC2 mod,Calpain2 inh,thrombin 1536,Tb hexokinase
CCOc1ccc([N+](=O)[O-])cc1CNCCc1ccccc1,-0.2,-15,6,-12,-1.4,0.079,0,-4,-12
CCOC(=O)c1ccc(N=Cc2c(O)n(-c3ccc(OC)cc3)c(=S)[nH]c2=O)cc1,0.4,3,16,-11,0.5,0.061,-3,.,-18
NCCc1c[nH]c2ccccc12,0.6,-6,18,-9,0.0,0.37,-12,2,0
CSc1nc(N2CCN(C)CC2)c2ccccc2n1,1.0,-21,-20,-5,-0.2,1,-28,-5,-15
O=C1NC(=O)C2(Cc3ccccc3N3CCCC32)C(=O)N1c1cccc(Cl)c1 (stereo not given),0.4,-16,-8,-8,-0.7,0.34,-37,-3,-6
O=c1[nH]c(=O)n(-c2cccc3ccccc23)c(O)c1/C=N/N1CCCCC1,0.5,-20,-8,-12,0.2,-0.33,-13,1,-6
O=C1NC(=O)C(CCc2ccncc2)(CCc2ccccn2)C(=O)N1c1ccc(Br)cc1 (stereo not given),0.2,-14,.,-11,-1.3,0.24,-3,-11,-7
Cc1cccc(C(O)(C(=O)NNC(=O)CN2CCN(C)CC2)c2cccc(C)c2)c1,0.8,-15,0,-7,-0.7,-0.25,20,4,0
CC(=O)N1N=C(c2c(O)n(C)c(=O)n(C)c2=O)CC1c1ccccc1 (stereo not given),-0.1,-2,14,-12,1.1,0.48,7,1,-13
CCOc1ccc(-n2c(-c3cccs3)nc3ccccc3c2=O)cc1,0.6,-25,9,-8,-0.1,0.095,-228,-6,-11
O=C(Cc1ccccc1)N1CCN(Cc2ccccn2)CC1,1.2,-17[20 µM],4,-12,0.4,-0.17,-13,-7,1
Cc1ccccc1-n1c(-c2ccc([N+](=O)[O-])cc2)nc2ccccc2c1=O,0.2,-16,19,-7,6.1,-0.68,14,1,-10
CSc1ccc(CN2CCN(Cc3ccccc3Cl)CC2)cc1,2.3,-9,5,-19,2.8,.,-11,-5,0
CCN(CC)CCCOC(=O)C(OC(C)C)(c1ccccc1)c1ccccc1,1.1,-19[20 µM],12,-12,2.8,0.89,10,0,8
COC(=O)C(O)(c1cn(C)c2ccccc12)C(F)(F)F (stereo not given),0.6,-14,15,-14,-0.1,0.89,-14,6,-3

# Only TRPML3 agonist (two entries from above):
Molecule | TRPML3 agonist
CCOc1ccc(-n2c(-c3cccs3)nc3ccccc3c2=O)cc1 | 0.6
O=C1NC(=O)C(CCc2ccncc2)(CCc2ccccn2)C(=O)N1c1ccc(Br)cc1 (stereo not given) | 0.2

# Following part
SMILES,TRPML3 agonist,Furin inhibitor,PPC-1+TRAIL kill,EBV gp42 inh,TRPN1 ag,KCC2 mod,Calpain2 inh,thrombin 1536,Tb hexokinase
CCOc1ccc(N2C(=O)NC(=O)/C(=C\c3cc(OC)c(OC)cc3[N+](=O)[O-])C2=O)cc1,0.7,-9,22,-1,-1.8,0.5,18,-2,30
Cc1cc(C(=O)CS(=O)(=O)c2ccc(F)cc2)cc(C)c1OC(=O)N(C)C,-0.5,-10,33,3,-1.1,-0.48,9,-11,-4
CC(=O)N1CCN(c2ccc(N=Cc3c(O)n(-c4ccc(Cl)cc4)c(=O)[nH]c3=O)cc2)CC1,1.2,-19,-4,-17,0.1,-0.026,6,10,-5
CCc1ccc(CNCCc2ccc(F)cc2)cc1,1.7,-14,6,15,1.2,0.21,4,-2,8
Cc1cc(C)nc(NC2=NCCS2)n1,0.5,-11[20 µM],19,-19,0.0,0.66,9,1,1
CC(NCc1ccccc1C(F)(F)F)C(O)c1ccccc1 (stereo not given),0.0,-16,26,-12,-1.5,-0.16,7,1,-8
CC1(C)C2([N+](=O)[O-])CN3CC1([N+](=O)[O-])CN(C2)C3c1cccnc1 (stereo not given),0.2,-16,8,-10,0.9,0.18,9,2,-8
COc1cccc(C(=O)C2CCCN(Cc3ccc4nonc4c3)C2)c1 (stereo not given),0.8,-29,.,-14,-1.1,-2.3,-12,-3,-5
O=c1[nH]c(=O)n(CCc2ccccc2)c(O)c1/C=N/N1CCOCC1,0.6,-14,-2,-17,-0.1,0.21,-3,-3,3
COc1cc(-n2c(=S)[nH]c3ccc(C)cc3c2=O)c(Cl)cc1Cl,-0.8,-19,24,-8,-2.0,70*,-68,2,-9
CCOC(=O)C1(c2ccccc2)CCN(CC(=O)Nc2ccc(C)cc2)CC1,-1.5,-22,24,1,-1.9,-1.6,35,-1,-2
CCC1CCCCN1P(=O)(c1ccc(C)o1)C(C)(C)C (stereo not given),0.2,-15,19,-16,-0.3,.,31,0,27
NC(=O)c1ccc(N=Nc2c(O)[nH]c(=O)[nH]c2=O)cc1,0.4,-9,8,5,-0.1,0.44,-12,-2,0
CN(C)CCCN=Cc1c(O)n(CCc2ccc(F)cc2)c(=O)[nH]c1=O,0.9,-17[20 µM],-21,-17,0.3,1,-12,-11,-2
COc1ccccc1CN1CCN(Cc2ccc(Cl)cc2)CC1,-0.1,-23,29,-2,0.4,-0.38,45,-24,12
COC(=O)COc1cc(C)cc2oc(=O)c3c(c12)CCCC3,0.8,-32,-6,-9,0.1,-1.2,-161,-2,-5
Cc1ccc(-c2nc3ccccc3c(=O)n2-c2ccncc2)cc1,0.2,-12,8,-5,0.3,0.055,4,-7,1
CCC(C)NS(=O)(=O)c1ccc(OCC(=O)N2CCN(CC)CC2)cc1 (stereo not given),0.7,-20[20 µM],12,8,-0.6,0.12,26,6,-1
CSc1ccc(CN2CCN(C(=O)COc3cccc(C)c3)CC2)cc1,1.5,2,11,-1,3.1,0.62,9,-7,6
Nc1ccc(Cl)cc1C(=O)c1ccccc1Cl,-0.9,-16,27,-14,-1.6,-1.3,6,-6,4
O=C1NC(=O)C2(Cc3c(nc4ccccn4c3=O)N3CCCCCC32)C(=O)N1Cc1ccccc1 (stereo not given),1.1,-19,27,-14,0.7,-4*,-76,0,-3
c1cc(C2N3CCCN2CC3)ccn1 (stereo not given),0.6,-25,16,-10,1.4,.,-10,3,7
O[C@H]1C2CCC1C(N1CCCCC1)CC2 (stereo not given in full),1.2,-9,7,-23,1.6,.,2,-4,8
COc1ccc(CN2C(=O)NC(=O)/C(=C/c3ccoc3)C2=O)cc1,11,7,3,-2,18,0.55,-16,-6,2
Cc1cc(C)n2nc(SC(C)C(=O)N3CCC4(CC3)OCCO4)nc2n1 (stereo not given),0.2,-22,8,-1,0.8,0.014,-4,3,3
C[C@@H]1O[C@@H](O[C@H]2C[C@@H](O)[C@]3(CO)[C@H]4[C@H](O)C[C@]5(C)[C@@H](C6COC(=O)C6)CC[C@]5(O)[C@@H]4CC[C@]3(O)C2)[C@H](O)[C@H](O)[C@H]1O (stereo not given in full),0.1,-6,61*[5 µM],-3,0.5,0.77,18,-7,4
CN(C)C(=O)Nc1cccc(OC(=O)N(C)C)c1,0.2,-7[20 µM],14,-19,0.4,.,-23,1,5
Cc1oc2ccc(OC(=O)N(C)C)cc2c1C(=O)OC(C)C,0.6,-15[20 µM],4,-4,-1.4,-1.4,-9,-2,0
O=C(C1CC(=O)N(c2ccc(F)c(Cl)c2)C1)N1CCC2(CC1)OCCO2 (stereo not given),0.5,-21,15,-6,0.8,.,-15,1,-5
Cc1ccccc1C1=NCC(=S)Nc2ccc(Cl)cc21,0.0,-17[20 µM],13,-8,-0.4,5.7*,-6,2,-4
Cc1cccc2c1=NC(=O)/C(=C/c1c(O)[nH]c(=O)[nH]c1=O)C=2,0.3,-21,-2,-4,2.3,-1.1,23,-3,-10
COc1ccc(-c2nc3ccccc3c(=O)o2)cc1,0.1,-22,47,6,-0.5,0.88,-14,-2,-9
CN(C)C(=O)Oc1cccc(NC(=O)N2CCOCC2)c1,0.6,-20[20 µM],-3,-12,0.8,1.3,24,-1,-3
O=C(O)[C@H]1C[C@@H]1[C@H](NP(=O)(c1ccccc1)c1ccccc1)c1ccccc1,0.6,-2,17,1,1.4,0.18,15,2,8
CCC(=NCC1CCCO1)c1c(O)n(Cc2ccccc2)c(=O)[nH]c1=O (stereo not given),1.4,-25,4,9,0.8,.,9,-5,-5
CN1OC[C@@H]2COc3ccc4ccccc4c3[C@@H]21,0.7,-8,0,7,0.7,2.3,-14,-7,6
Cc1ncc(CN2CCCC(C(=O)c3cccc(Cl)c3)C2)s1 (stereo not given),0.3,-18,10,-9,-0.4,0.092,8,-1,4
Cc1nc2ccc(N3CCN(C)CC3)cc2nc1C,-0.1,-14,0,6,-0.2,-0.83,i,-6,-2
COc1ccc(NP(=O)(Oc2ccccc2OC)Oc2ccccc2OC)cc1,0.8,-26,17,-7,0.6,-2.7,7,-1,-7
Cc1ccc(N2C(=O)NC(=O)/C(=C\c3ccc(N4CCOCC4)cc3)C2=O)cc1,-0.1,-2,22,-11,0.1,0.61,7,-9,-24
Cc1cccc(CN2CCN(CC(=O)N3CCC4(CC3)OCCO4)C2=O)c1,0.2,-10[20 µM],4,-6,-0.3,-0.63,19,-6,-5
O=C1NC(=O)C2(Cc3ccccc3N3CCCC32)C(=O)N1 (stereo not given),0.7,-1[20 µM],-21,-7,-0.3,-0.055,0,-1,-1
Cn1cccc1/C=C1/C(=O)NC(=O)N(Cc2ccc(F)cc2)C1=O,0.5,-8,11,48,1.0,1.2,29,-4,1
OC1(c2cccnc2)CC2CCC(C1)N2Cc1nnnn1Cc1ccccc1 (stereo not given),0.5,-17,20,-17,1.6,0.051,6,-13,1
COP(=O)(OC)C(NC(=O)c1ccc(C)cc1)C(Cl)(Cl)Cl (stereo not given),-0.4,-37,-1,-11,1.0,0.021,-15,-7,2

# 4 entries out of the list, ordered by SMILES length, smallest number first:
SMILES,TRPML3 agonist,Furin inhibitor,PPC-1+TRAIL kill,EBV gp42 inh,TRPN1 ag,KCC2 mod,Calpain2 inh,thrombin 1536,Tb hexokinase
Cc1nc2ccc(N3CCN(C)CC3)cc2nc1C,-0.1,-14,0,6,-0.2,-0.83,i,-6,-2
COc1ccc(-c2nc3ccccc3c(=O)o2)cc1,0.1,-22,47,6,-0.5,0.88,-14,-2,-9
Cn1cccc1/C=C1/C(=O)NC(=O)N(Cc2ccc(F)cc2)C1=O,0.5,-8,11,48,1.0,1.2,29,-4,1
Cc1cccc2c1=NC(=O)/C(=C/c1c(O)[nH]c(=O)[nH]c1=O)C=2,0.3,-21,-2,-4,2.3,-1.1,23,-3,-10

# (list continues)
SMILES,TRPML3 agonist,Furin inhibitor,PPC-1+TRAIL kill,EBV gp42 inh,TRPN1 ag,KCC2 mod,Calpain2 inh,thrombin 1536,Tb hexokinase
CCCCC12CNCC(C)(CNC1)C2=O,0.8,-32[20 µM],-4,-30,1.3,0.0012,10,2,1
O=c1[nH]c(=O)n(Cc2ccco2)c(O)c1C=NCCN1CCOCC1,0.7,-19,-8,-53,0.9,1.7,-5,-4,-10
CN(C)P1(N(C)C)=Nc2c(c(N)nn2C)C(c2ccccc2)=N1,1.1,-10,-1,-21,0.1,.,-3,3,-11
O=C1CC(c2cccnc2)=NN1c1ccc(Cl)cc1Cl,0.8,-24,23,6,-0.8,.,-24,-12,0
Clc1ccc(Cn2ccnc2)cn1,0.0,-7,-1,-11,-0.3,.,12,-5,-12
CC12CC[C@H]3[C@@H](CCC4(O)C[C@H](O)CCC34/C=N/NC(=O)c3ccccc3F)C1(O)CCC2C1=CC(=O)OC1 (stereo not given in full),1.1,-14,-3,-24,-0.2,1,9,-4,-6

# Assay outcomes from PubChem BioAssay.
